Assay outcomes deposited in PubChem by National Center for Advancing Translational Sciences (NCATS).
JMJD2A Tudor: blocks the human JMJD2A Tudor domain. AlphaScreen JMJD2A-Tudor / H3K4me3 peptide binding. Potency, µM (titrated, usually from 114 µM), for the others: top-dose activity change, negative = inhibition, actives largely listed as inhibitors. 390,000 tested, 4.4% active. O75164; note: % is set by controls: 0 for no effect and ±100 for the full control effect; nearly all actives have a fitted effect of over 50% in size
RGS4 inhibitor: inhibitors of human regulator of G protein signaling 4; Potency, µM (doses to about 114 µM), for inactives: top-dose activity change, negative = inhibition, most hits filed as inhibitors; P49798; Transcreener GDP fluorescence polarization, RGS4-accelerated GTP hydrolysis; 390,000 tested, 0.039% active; note: % is set by controls: 0 for no effect and ±100 for the full control effect; nearly all actives have a fitted effect of over 75% in size; some results filed as inactive show a strong effect at the top dose
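MLSMR compounds (23 nl, pin-transferred) preincubated 10 min at room temperature with a 500nM (2x) first reagent, then RGS4 at 900nM (2x) plus Transcreener GDP mix added; fluorescence polarization (620/688 nm) read before and after 90 min at 30 °C.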
GLS inh: blocks human kidney-isoform glutaminase activity. 410,000 tested, 0.21% active. O94925. Potency, µM (series often up to 45.5 µM), for the others: top-dose activity change, negative = inhibition, most hits filed as inhibitors. GLS enzymatic activity, qHTS titration; note: % is set by controls: 0 for no effect and ±100 for the full control effect
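hKGA; 45 mM KH2PO4 pH 8.2 + 0.02% Tween-20; cpd via pin tool; 1 mM Gln soln; GluOx/HRP/Amplex Red; RT 30 min; fluor. t0 & final.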
Pin1 inhibitor: blocks the human prolyl isomerase Pin1. Potency, µM (highest dose often 115 µM), without a hit: at the highest dose activity, negative = inhibition, hits mostly inhibitors. Pin1 FP peptide displacement, HiFluor488, 10 min. 390,000 tested, 0.009% active. AID 504891; active = well fitted inhibition curve with a large enough effect in the polarisation, with a control signal flat, not every such curve was filed as active; inconclusive = small, poorly fitted or top-dose-only effect, or effect the other way, or a change in a side signal; inactive = no such curve, though single readings can be large or run the other way; the % refers to the polarisation; note: % is set by controls: 0 for no effect and ±100 for the full control effect
Target sequence (Q13526 whole entry, looked up): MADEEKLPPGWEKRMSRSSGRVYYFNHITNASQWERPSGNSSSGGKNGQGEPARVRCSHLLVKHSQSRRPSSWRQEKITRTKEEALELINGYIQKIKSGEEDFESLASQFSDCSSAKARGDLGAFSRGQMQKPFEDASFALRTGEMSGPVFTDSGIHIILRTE
rTrxR1 inhibitor: inhibitors of rat thioredoxin reductase 1; recombinant rTrxR1, NADPH fluorescence consumption, selenite substrate; 390,000 tested, 1% active; Potency, µM (doses to about 114 µM), without a hit: top-dose activity change, negative = inhibition, actives largely listed as inhibitors; AID 588453; O89049; note: % is set by controls: 0 for no effect and ±100 for the full control effect; nearly all actives have a fitted effect of over 65% in size
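Rat TrxR1 (90 nM in the dispensed reagent) was pre-reduced with 400 uM NADPH for 5 min at room temperature, then incubated with compound for 15 min. After 400 uM selenite was added, NADPH fluorescence (Ex 340/Em 450 nm) was followed for 8 min.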
Tb PGK inh: blocks T. brucei phosphoglycerate kinase; AID 602233; PGK/GAPDH coupled, Kinase-Glo luminescence, 60 min; P07378; 380,000 tested, 0.043% active; Potency, µM (top dose mostly 57.5 µM), for the others: at the top dose activity change, negative = inhibition, hits mostly inhibitors; note: % is set by controls: 0 for no effect and ±100 for the full control effect; nearly all actives have a fitted effect of over 60% in size
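Recombinant glycosomal PGK reaction used 1,3-bisphosphoglycerate generated in-well by GAPDH (100nM final) in 100mM TEA pH 7.6, 5mM MgCl2, 0.01% Tween-20. After 60 minutes at room temperature, ATP was read by Kinase-Glo Plus luminescence end-point.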
12-LOX inh: ALOX12 (human) lipoxygenase inhibition. AID 1671190. Potency, µM (series often up to 108 µM), inactives show top-dose activity change, negative = inhibition, actives largely listed as inhibitors. P18054. purified 12hLO, xylenol orange hydroperoxide absorbance. 580,000 tested, 1.1% active; note: % is set by controls: 0 for no effect and ±100 for the full control effect
Target sequence (P18054 whole entry, looked up): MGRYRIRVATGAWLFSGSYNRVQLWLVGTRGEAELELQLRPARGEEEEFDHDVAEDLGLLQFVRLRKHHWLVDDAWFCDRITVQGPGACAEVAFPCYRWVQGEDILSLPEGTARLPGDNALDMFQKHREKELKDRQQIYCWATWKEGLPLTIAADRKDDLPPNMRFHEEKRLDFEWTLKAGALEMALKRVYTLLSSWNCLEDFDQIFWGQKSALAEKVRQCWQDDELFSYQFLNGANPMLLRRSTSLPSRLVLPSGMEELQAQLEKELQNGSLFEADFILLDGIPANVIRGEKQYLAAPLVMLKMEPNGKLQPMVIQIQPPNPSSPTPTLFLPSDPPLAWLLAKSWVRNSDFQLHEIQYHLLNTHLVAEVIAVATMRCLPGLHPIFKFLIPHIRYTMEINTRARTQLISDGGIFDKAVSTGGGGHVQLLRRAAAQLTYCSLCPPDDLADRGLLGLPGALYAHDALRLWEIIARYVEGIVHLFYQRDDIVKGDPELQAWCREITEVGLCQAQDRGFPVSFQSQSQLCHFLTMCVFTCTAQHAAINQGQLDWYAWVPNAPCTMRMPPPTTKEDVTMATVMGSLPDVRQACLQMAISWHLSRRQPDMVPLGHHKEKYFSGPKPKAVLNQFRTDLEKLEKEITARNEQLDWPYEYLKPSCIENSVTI
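Hydroperoxide product was detected by ferrous iron/xylenol orange as the 573 to 405 nm absorbance ratio. Arachidonic acid at 40 uM (final) was turned over for 30 min at room temperature by 150 nM human 12hLO, pH 7.0 Hepes buffer, after 15 min compound preincubation.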
HP1b chromo inh: HP1-beta chromodomain-methylated histone interaction inhibition; Potency, µM (doses to about 114 µM), without a hit: top-dose activity change, negative = inhibition, actives largely listed as inhibitors; 390,000 tested, 0.56% active; AlphaScreen HP1-beta / biotin-H3K9me3 peptide binding; AID 540317; P83916; note: nearly all actives have a fitted effect of over 70% in size; inactives centre near 23
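Compound inhibition of the preformed complex between 50 nM HP1-beta and 50 nM biotinylated H3K9me3 peptide was read by AlphaScreen. Buffer was PBS pH 7.4 with 0.01% Tween-20. Incubations ran 30 min at room temperature, with 10 ug/mL donor/acceptor beads.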
ERG Ets-DNA blk: blocks human ERG Ets domain binding to DNA; P11308; fluorescence polarization, His-ERG Ets domain / labelled DNA; Potency, µM (highest dose often 76.9 µM), for inactives: at the highest dose FP activity, negative = inhibition, usual class: inhibitors; 370,000 tested, 0.028% active; AID 624246; active = well fitted inhibition curve with a large enough effect in the polarisation, with a control signal flat; inconclusive = small, poorly fitted or top-dose-only effect, or effect the other way, or a change in a side signal; inactive = no such curve, though single readings can be large or run the other way; the % refers to the polarisation;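 note: polarization taken with two DNA probes labelled with fluorescein and Texas red; % of control where 0% means no effect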
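His-tagged ERG Ets domain (1 uM in the protein solution; 300mM KCl, 50mM Tris-HCl, 1mM EDTA, 1mM DTT, pH 7.5) received compound, then a probe mix of 5 nM fluorescein-DNA and 100nM Texas-615-DNA. Fluorescence polarization was read for both dyes.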
An asterisk follows results filed as active; i = inactive; ? = inconclusive; . = no result given; [ ] = another dose, or the depositor's remark. Unless noted, calls come from the whole dose curve; as a rule, active = well fitted curve in the direction sought with a large enough effect; inconclusive = small, poorly fitted or top-dose-only effect, or another doubt; inactive = no such curve, though single readings can be large; an effect the other way counts as inactive or inconclusive. Potency is the fitted concentration of half-maximal effect.

Screens by letter – A = JMJD2A Tudor; B = RGS4 inhibitor; C = GLS inh; D = Pin1 inhibitor; E = rTrxR1 inhibitor; F = Tb PGK inh; G = 12-LOX inh; H = HP1b chromo inh; I = ERG Ets-DNA blk
C#CCOC(=O)c1ccc(-n2cncn2)nc1
  A = 4% | B = 30% | C = 7% | D = -6% | E = 11% | F = 7% | G = -15% | H = 27% | I = -2%
O=C(Nc1ccc(F)cc1)NC1(C(=O)NCc2ccco2)CCCCC1
  A = -28% | B = -1% | C = 1% | D = 2% | E = 21% | F = -2% | G = 0% | H = -1% | I = 10%
COC(=O)c1ccc2[nH]c(CO)c(-c3ccccc3)c2c1
  A = ? | B = 18% | C = 7% | D = ? | E = 13%[57.1 µM] | F = 4% | G = -29% | H = -3% | I = -5%
CCOc1ccc(C2NC(=O)c3n[nH]c(C)c32)cc1 (stereo unspecified)
  A = -9% | B = 21% | C = 0% | D = -18% | E = -12% | F = -9% | G = 12%[57.4 µM] | H = 27% | I = -3%
O=C(O)c1ccc(N2C(=O)CC(SC(=NCc3ccc4c(c3)OCO4)Nc3ccccc3)C2=O)cc1 (stereo unspecified)
  A = -27% | B = -4% | C = -7% | D = ? | E = 14% | F = i | G = -9% | H = 21% | I = -16%
CCOC(=O)CNC(=O)N1CCCC(C(=O)c2cccc(Cl)c2)C1 (stereo unspecified)
  A = -9% | B = -13% | C = 2% | D = 1% | E = 33% | F = . | G = 1% | H = 60%[activator] | I = -8%
CCN1CCCC1CNC(=O)c1ccc2c(c1)N(Cc1cccc(Cl)c1)C(=O)c1ccccc1S2(=O)=O (stereo unspecified)
  A = -17% | B = 7% | C = 7% | D = 2% | E = 10% | F = 10% | G = ? | H = 11% | I = 1%
O=C(CCNC(=O)c1ccco1)Nc1ccc(Cl)cc1
  A = ? | B = ? | C = -2% | D = -8% | E = 15%[57.1 µM] | F = -1% | G = ? | H = -5% | I = -2%
Cc1cccn2c(=O)c3cc(S(=O)(=O)c4ccc(F)cc4)c(=N)n(Cc4ccco4)c3nc12
  A = -4% | B = ? | C = -5% | D = ? | E = -8% | F = -2% | G = 10% | H = 35% | I = 18%
Cc1ccccc1S(=O)(=O)Cc1ccc(C(=O)NCCN2CCCCC2C)o1 (stereo unspecified)
  A = -1% | B = -15% | C = 0% | D = -3% | E = 7% | F = 3% | G = 3% | H = 14% | I = -6%
CCOC(=O)C1CCN(CC(=O)N2CCCc3c2c(=O)oc2ccc(OCc4ccccc4)cc32)CC1
  A = -34% | B = 11% | C = -3% | D = ? | E = 8% | F = -7% | G = -19% | H = -8% | I = -1%
O=c1c2ccccc2nnn1CSc1ccc2c(c1)OCCO2
  A = -4% | B = -25% | C = -10% | D = 8% | E = 23% | F = -3% | G = ? | H = 46%[activator] | I = 0%
COc1cccc(-c2nnc3sc(CN4CCCCC4)cn23)c1
  A = -7% | B = -18% | C = -3% | D = 2% | E = 39%[activator][57.1 µM] | F = i | G = ? | H = 19%[57 µM] | I = 1%
Cc1cccc(NS(=O)(=O)c2c(C)[nH]c(C)c2C(=O)N2CCCC2)c1
  A = -21% | B = -15%[56.9 µM] | C = -13% | D = 3% | E = 18% | F = 2% | G = -16% | H = 67%[activator] | I = 0%
CC(=O)NS(=O)(=O)c1ccc2c(c1)C(=O)c1cc(S(=O)(=O)NC(C)=O)ccc1-2
  A = -5% | B = -15% | C = -1% | D = 0% | E = 14% | F = -5% | G = -1% | H = 2% | I = -4%
O=C(NCCCN1CCN(Cc2ccccc2)CC1)C1CCN(S(=O)(=O)N2CCCC2)CC1
  A = -11% | B = 23% | C = 5% | D = 2% | E = 1% | F = . | G = 9% | H = 20% | I = .
CCCN1C(=O)c2cc(C(=O)NCc3ccc(OC)cc3)ccc2C1O (stereo unspecified)
  A = -10% | B = -2% | C = -3% | D = 0% | E = 15% | F = i | G = 16% | H = 89%[activator] | I = -7%
CCOc1ccc(NC(=O)c2nccnc2CO)cc1
  A = -9% | B = -11% | C = -7% | D = -1% | E = 4% | F = -4% | G = 13% | H = 6% | I = -4%
CN(Cc1nc(Cc2ccccc2F)no1)CC1(N2CCOCC2)CCCCC1
  A = 4% | B = -34% | C = 1% | D = 3% | E = 11% | F = 4% | G = 15% | H = 62%[activator] | I = -3%
COCCN(CC(=O)Nc1cccc(C)c1C)C(=O)C1CCN(S(=O)(=O)c2ccccc2)CC1
  A = ? | B = 3% | C = 5% | D = -11% | E = 15% | F = 15% | G = 178%[activator] | H = 25% | I = -15%[15.4 µM]
COc1cccc(OC)c1C(=O)Nc1nnc(C)s1
  A = -1% | B = -23% | C = 1% | D = 0% | E = 8% | F = i | G = -27% | H = 10% | I = -5%
CC(OC(=O)c1ccccc1C(=O)O)c1ccccc1 (stereo unspecified)
  A = -10% | B = 14% | C = -5% | D = -1% | E = -3%[11.4 µM] | F = i | G = -15% | H = 48%[activator] | I = -7%
O=C(Nc1cccc(C(F)(F)F)c1)c1cc(-c2ccc(F)cc2)on1
  A = -3% | B = -21% | C = 6% | D = 4% | E = 10%[57.1 µM] | F = -6% | G = 2% | H = 30% | I = -2%
COc1ccc(CC(=O)NC(C)c2ccc3ccccc3c2)cc1 (stereo unspecified)
  A = -7% | B = -13% | C = -3% | D = 3% | E = 11% | F = 0% | G = 2% | H = 39%[activator] | I = 12%

Entries above that have an NH in an aromatic ring (3):
Screens by letter – A = JMJD2A Tudor; B = RGS4 inhibitor; C = GLS inh; D = Pin1 inhibitor; E = rTrxR1 inhibitor; F = Tb PGK inh; G = 12-LOX inh; H = HP1b chromo inh; I = ERG Ets-DNA blk
COC(=O)c1ccc2[nH]c(CO)c(-c3ccccc3)c2c1
  A = ? | B = 18% | C = 7% | D = ? | E = 13%[57.1 µM] | F = 4% | G = -29% | H = -3% | I = -5%
CCOc1ccc(C2NC(=O)c3n[nH]c(C)c32)cc1 (stereo unspecified)
  A = -9% | B = 21% | C = 0% | D = -18% | E = -12% | F = -9% | G = 12%[57.4 µM] | H = 27% | I = -3%
Cc1cccc(NS(=O)(=O)c2c(C)[nH]c(C)c2C(=O)N2CCCC2)c1
  A = -21% | B = -15%[56.9 µM] | C = -13% | D = 3% | E = 18% | F = 2% | G = -16% | H = 67%[activator] | I = 0%

One compound at a time, as listed above.
Entry for `COc1cccc(OC)c1C(=O)Nc1nnc(C)s1` → JMJD2A Tudor = -1%; RGS4 inhibitor = -23%; GLS inh = 1%; Pin1 inhibitor = 0%; rTrxR1 inhibitor = 8%; Tb PGK inh = i; 12-LOX inh = -27%; HP1b chromo inh = 10%; ERG Ets-DNA blk = -5%
Entry for `CN(Cc1nc(Cc2ccccc2F)no1)CC1(N2CCOCC2)CCCCC1` → JMJD2A Tudor = 4%; RGS4 inhibitor = -34%; GLS inh = 1%; Pin1 inhibitor = 3%; rTrxR1 inhibitor = 11%; Tb PGK inh = 4%; 12-LOX inh = 15%; HP1b chromo inh = 62%[activator]; ERG Ets-DNA blk = -3%

This is a subset (hit frequency here may not be typical).
